# SSB-PriA inh – blocks PriA binding to SSB C-terminal tail | inhibition, % at 33 µM | AlphaScreen SSBct-PriA binding, biotinylated peptide | AID 1272365 | actives 0.6% (n = 430,000); in the data active means inhibition mostly above about 37%, no sharp cut-off; inactive means mostly below about 20%;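 further: plate controls were negative control peptide for no effect and reference peptide for full effect; strong numbers were not always called active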
# Y pestis TopoI – blocks Yersinia pestis topoisomerase I activity | Y. pestis Topo-I cleavage product accumulation, plate reader | activity, % at 10 µM | actives 0.064% (n = 360,000) | AID 504884; in the data active means activity above about 50%, passing the limit was not always enough; further: inactives centre near 2
# PfHsp40 rescue – compounds rescuing yeast from Plasmodium falciparum HSP40 toxicity; S. cerevisiae expressing PfHsp40, growth rescue, ATP luminescence; growth rescue, % at 12.5 µM; actives 0.68% (n = 340,000); in the data active means growth rescue above about 28%, passing the limit was not always enough;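 further: yeast W303a lacking pdr1 and pdr3 grown in galactose medium; growth measured after three days at 30 °C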
# VHR inh abs – blocks human VHR1 dual specificity phosphatase. inhibition, % at 13.3 µM. P51452. actives 0.52% (n = 290,000). recombinant VHR phosphatase, pNPP absorbance; in the data active means inhibition above about 50%; further: some compounds called inactive have numbers as strong as hits
# Vc quorum ag – quorum light induction in luxS cqsA deficient V. cholerae. actives 0.16% (n = 350,000). V. cholerae BH1578 lux reporter, luminescence, 6 h. activation, % at 18.7 µM; in the data active means activation mostly above about 9.7%, no sharp cut-off; further: not every result past the cut was called active; inactives centre near 0; reference of the scale not given here
# SARS 3CLpro inh – SARS-CoV 3CLpro protease inhibition; inhibition, % at 6 µM; P0C6X7; actives 0.14% (n = 290,000); recombinant SARS-CoV 3CLpro, quenched FRET peptide cleavage; in the data active means inhibition above about 12%
# MazF activator – activators of E. coli MazEF toxin-antitoxin RNase; P0AE70; FAM/BHQ RNA-DNA oligo cleavage fluorescence, 5 h; activation, % at 20 µM; actives 0.32% (n = 350,000); AID 504720; in the data active means activation above about 50%
# Anthrax LF prot – blocks Bacillus anthracis lethal factor protease; P15917; multiplex microsphere protease cleavage assay, LF; inhibition, % at 10 µM; actives 0.12% (n = 360,000); in the data active means inhibition above about 30%; further: plate controls were buffer without enzyme for full effect and enzyme alone for no effect
# TcdB GH inh – TcdB glycohydrolase inhibition; P18177; TcdB glycohydrolase enzymatic assay, plate reader; inhibition, % at 9.99 µM; actives 0.24% (n = 350,000); AID 652162; in the data active means inhibition above about 10%
# Rv3671c inh – Rv3671c (M. tuberculosis) protease inhibition; P9WHR9; inhibition, % at 5.96 µM; actives 0.048% (n = 320,000); in the data active means inhibition above about 38%;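 further: extracellular domain of Rv3671c used as enzyme; 0% = enzyme with DMSO and 100% = no enzyme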
# * hit, by the source's call; i = inactive; . = no result given; & = joins results of further samples.
cpd	Compound	TcdB GH inh	Vc quorum ag	SSB-PriA inh	Anthrax LF prot	VHR inh abs
1	Cc1ccccc1NC(=O)c1cc2ccccc2o1	2.5	i	-10	.	6
2	Cc1nc(-c2ccc(F)cc2)c(CC(=O)N(C)CC(=O)Nc2ccccc2Br)s1	0.6	-2.8	9	-4	.
3	CNC[C@H](CC1CCCCC1)NC[C@H](CO)NCC1(c2ccccc2)CC1	0.1	i	-2	-1	17
4	CCOc1ccc(CC2c3cc(OCC)c(OCC)cc3CCN2C(=O)c2cc(OC)c(OC)c(OC)c2)cc1OCC (stereo not given)	.	-1.9	-14	-3	7
5	O=C(Nc1ccccc1Cl)N1CCCN(c2nc(-c3ccccc3)ns2)CC1	0.7	5.3	-10	-2	10
6	CCCn1c(C(C)Nc2nc(-c3cc(Cl)c(N)c(Cl)c3)cs2)nc2cc(Cl)c(N3CCCCC3)cc21 (stereo not given)	0.6	-1.0	17	-6	-18
7	CC(C)(C)NC(=O)C1c2ccccc2Oc2ccccc21	1.3	1.1	-25	-27	6
8	COC(=O)c1cc(NS(=O)(=O)c2ccc(NC(C)=O)cc2)cc(C(=O)OC)c1	.	i	5	3	-15
9	CCCCc1ccc(NC(=S)NCc2cccc(OC)c2)cc1	0.6	-6.7	-46	-1	24
10	CC(=O)Nc1ccc(NC(=O)C2Cc3c(-c4cccc(F)c4)ccnc3O2)cc1 (stereo not given)	0.6	-5.8	.	-6	.

cpd	MazF activator	Rv3671c inh	Y pestis TopoI	SARS 3CLpro inh	PfHsp40 rescue
1	6	-1	-9	-2	0.0
2	-1	-1	3	.	1.5
3	18	-1	0	-2	-0.6
4	6	8	11	1	18
5	7	-20	5	1	0.1
6	-1	-3	-4	-4	1.4
7	6	10	3	-1	-0.4
8	8	4	-5	-1	-0.3
9	-4	-12	20	7	14
10	.	.	12	.	.

# Other structures follow.
cpd	Compound	TcdB GH inh	Vc quorum ag	SSB-PriA inh	Anthrax LF prot	VHR inh abs
11	CSCCC(NS(=O)(=O)c1ccc(C)cc1)C(=O)NCC(C)(C)N1CCOCC1 (stereo not given)	1.1	i	-3	-13	.
12	Cc1cccc(C(=O)N2CCCC(CCC(=O)N3CCN(c4ccccn4)CC3)C2)c1 (stereo not given)	1.1	i	-13	8	28
13	CCCCn1cnc2c(SCc3ccccc3F)nc(N)nc21	1.0	-8.4	1	-5	.
14	CC(NC(=O)c1cccc(N2CCCC2=O)c1)c1ccc2c(c1)OCCO2 (stereo not given)	.	i	-3	.	22
15	CNC(=O)COC(=O)c1ccccc1C(=O)c1ccc(Cl)c([N+](=O)[O-])c1	0.5	-0.3	-12	-1	-2
16	N#Cc1cccc(NC(=O)COC(=O)c2ccc[n+]([O-])c2)c1	0.1	i	6	6	.
17	Cc1cc(C)c2cc(C#N)c(N3CCNCC3)nc2c1	1.0	-0.6	.	7	.
18	Cc1cc(C)c(C#N)c(N2CCN(Cc3ccccc3)CC2)n1	.	-0.2	-18	-3	4
19	O=C(COn1nnc2ccc(Cl)cc21)NCc1ccccc1	.	3.4	-7	-1	19
20	COc1cc2c(cc1OC)C(Cc1ccc(O)cc1)NCC2 (stereo not given)	1.9	-0.3	-6	7	0

cpd	MazF activator	Rv3671c inh	Y pestis TopoI	SARS 3CLpro inh	PfHsp40 rescue
11	1	-3	-5	.	-0.2
12	-5	-4	27	-1	0.2
13	0	.	30	.	0.9
14	1	-3	-2	-2	-0.6
15	8	.	2	4	-1.2
16	0	-14	-7	.	-0.6
17	14	.	-9	.	.
18	7	-3	16	3	-0.5
19	2	-10	4	8	-0.1
20	6	-1	9	-3	-1.0

# Following part.
cpd	Compound	TcdB GH inh	Vc quorum ag	SSB-PriA inh	Anthrax LF prot	VHR inh abs
21	CCN([C@H](CO)C(C)C)S(=O)(=O)c1ccccc1Br	0.8	-2.0	-11	-4	.
22	C[C@H]1CN([C@@H](C)CO)C(=O)c2cccc(NS(=O)(=O)c3ccc(Cl)cc3)c2O[C@@H]1CN(C)CC1CCCCC1	0.8&0.3	-8.1	-18	-1	.
23	CCNc1nc(NC(C)CC)nc(Oc2ccc(=O)[nH]n2)n1 (stereo not given)	-0.2	i	1	1	-10
24	CCc1ccc2c(c1)NC(=O)C2(C)Cc1ccc(Cl)s1 (stereo not given)	1.1	-0.9	.	1	.
25	O=C(CCNC(=O)N1CC(=O)Nc2ccccc21)Nc1ccc(Cl)cc1	1.6	12	-9	0	-10
26	C=CCNC(=S)NCc1ccc(CNC(=S)NCC=C)cc1	0.0	2.9	3	-5	23
27	CCC(C)(C)n1nnnc1CN1CCN(C(c2ccccc2)c2ccccc2)CC1	.	-0.6	4	-15	18
28	CC1(C(=O)Nc2cccc(-n3cnnn3)c2)Cc2ccccc2C(=O)O1 (stereo not given)	0.5	i	7	-4	.
29	O=C(O)c1ccc2c3c(cccc13)C(=O)N(c1ccccc1)C2=O	1.8	-0.2	-8	-1	14
30	Cc1ccc2occ(/C=N/NC(=O)c3ccccc3C)c(=O)c2c1	-1.0	-0.7	i	-2	19

cpd	MazF activator	Rv3671c inh	Y pestis TopoI	SARS 3CLpro inh	PfHsp40 rescue
21	4	.	-1	.	-0.5
22	2	0	12	.	1.0
23	-15	3	-12	6	-1.2
24	.	.	29	.	.
25	15	2	2	4	1.4
26	7	6	9	0	-0.4
27	-2	0	3	-1	0.0
28	12	1	2	.	-1.0
29	11	-8	6	0	0.7
30	-2	1	8	-1	-1.2

# Remaining list, next part:
cpd	Compound	TcdB GH inh	Vc quorum ag	SSB-PriA inh	Anthrax LF prot	VHR inh abs
31	CCN(C(=O)COC(=O)CCOc1ccccc1)c1c(N)n(Cc2ccccc2)c(=O)[nH]c1=O	1.6	2.0	-18	.	.
32	Cc1cc(OCC(=O)Nc2ccc(OCc3ccccc3)cc2)nc(C(C)C)n1	.	-0.3	-21	-6	20
33	COc1ccc(CCNC(=O)C(=O)NCC2CCCN2S(=O)(=O)c2ccc(OC)cc2)cc1 (stereo not given)	-0.2	29*	-9	-3	.
34	CCOC(=O)C1(C)/C(=N/Nc2cccc(Cl)c2)C(=O)C(=O)N1c1ccccc1 (stereo not given)	.	i	.	-9	21
35	CNC(=O)N(O)C1N(C)C(=O)N(Cc2ccccc2)C1(C)C (stereo not given)	.	-0.2	-7	-7	13
36	O=P(c1ccccc1)(c1ccccc1)c1nc(-c2ccccc2)oc1N1CCOCC1	2.0	i	11	-2	8
37	Cc1ccc(-c2nn(-c3ccccc3)cc2/C=C/C(=O)O)o1	1.2	-0.1	-1	-1	2
38	COc1cccc(NC(=O)Cn2c3ccccc3c3nc4n(c(=O)c32)CCCS4)c1	2.3	-2.0	5	.	-25
39	NS(=O)(=O)c1cccc(NC(=O)CSc2nn(-c3ccccc3)c(=S)s2)c1	.	i	-1	1	3
40	O=C(CCc1nnc2ccc(NCc3ccccc3)nn12)NCC1CCN(C2CCCC2)C1 (stereo not given)	1.8	i	9	0	1

cpd	MazF activator	Rv3671c inh	Y pestis TopoI	SARS 3CLpro inh	PfHsp40 rescue
31	5	7	-3	.	-1.5
32	5	-6	14	2	0.8
33	-8	13	28	.	0.8
34	3	6	-3	1	0.3
35	-1	0	-5	-1	0.1
36	1	8	58*	5	0.8
37	6	-10	10	0	15
38	0	-5	28	3	-0.3
39	0	-9	-17	-5	-2.3
40	13	6	1	-1	0.2

# Next section:
cpd	Compound	TcdB GH inh	Vc quorum ag	SSB-PriA inh	Anthrax LF prot	VHR inh abs
41	Nc1cccc2cccc([N+](=O)[O-])c12	4.0	i	17	-7	.
42	COc1ccccc1N1CCN(C(=O)c2ccc3c(=O)n4c(nc3c2)CCCCC4)CC1	1.6	-1.6	1	3	.
43	NNC(=O)c1[nH]c(-c2ccccc2)cc1-c1ccccc1	-0.8	-0.3	14	7	22
44	COc1cc(NC(=S)NCc2ccc(S(N)(=O)=O)cc2)c(OC)cc1Cl	2.9	-0.3	-3	-2	12
45	Cc1cc(C(=O)CN2CCN(CC(=O)Nc3cccc(F)c3)CC2)c(C)n1C1CC1	2.6	i	-1	-4	.
46	COc1cc(OC)cc(C(=O)Nc2ccc3c(c2)n(C)c(=O)n3C)c1	-0.8	-0.2	-3	2	8
47	CC1CCCCC1NC(=O)c1ccc(-n2cncn2)cc1 (stereo not given)	1.2	1.0	-4	3	.
48	CCS(=O)(=O)n1nc(-c2ccc(Cl)cc2)nc1N	0.8	.	-6	-1	-1
49	O=C(Nc1ccc(OC(F)F)cc1)c1cc(S(=O)(=O)N2CCOCC2)ccc1F	0.5	i	-3	0	-9
50	O=C(Nc1c2c(nn1-c1ccccc1)CS(=O)(=O)C2)c1ccc2c(c1)OCO2	0.2	3.6	-7	-3	24

cpd	MazF activator	Rv3671c inh	Y pestis TopoI	SARS 3CLpro inh	PfHsp40 rescue
41	-5	.	-6	.	-0.5
42	1	-6	23	.	-0.9
43	18	-2	-4	8	-0.4
44	13	-10	1	0	-0.6
45	-2	-11	1	.	-0.2
46	10	0	6	-6	-0.2
47	4	-5	3	.	-0.8
48	0	4	10	1	-0.6
49	-2	-7	1	2	17
50	-5	3	2	2	0.0

# (listing goes on)
cpd	Compound	TcdB GH inh	Vc quorum ag	SSB-PriA inh	Anthrax LF prot	VHR inh abs
51	Cn1c(=O)c2cc(S(=O)(=O)Nc3cccc(F)c3)ccc2n(C)c1=O	.	i	-3	0	12
52	Cn1cnnc1SCC(=O)NC1CCCC1	-1.6	i	-15	-5	6
53	O=C(NCc1ccco1)C1CCN(c2nnc(-n3cccc3)s2)CC1	0.9	-0.1	2	3	-2
54	O=C(c1ccc(-c2ccc([N+](=O)[O-])cc2)o1)N1CCCCCCC1	0.2	-0.4	-8	2	.
55	CCOc1cc(/C=C2/NC(=O)NC2=O)cc(Br)c1OCc1ccc(C(=O)O)cc1	-0.4	-0.3	-2	1	11

cpd	MazF activator	Rv3671c inh	Y pestis TopoI	SARS 3CLpro inh	PfHsp40 rescue
51	12	1	-3	1	0.9
52	-3	0	7	-1	-2.3
53	7	1	4	3	-0.7
54	-12	6	13	.	-1.2
55	-21	-4	0	5	5.9

# A portion of the library; rates above refer to the full screens.
